AMA1-RON2 inh – qHTS for Inhibitors of AMA1-RON; Towards Development of Antimalarial Drug Lead: Primary Screen | Plasmodium falciparum AMA1 (3D7) - RON2 peptide interaction | AlphaScreen AMA1-biotinylated RON2 peptide binding | Potency, µM (titrated, usually from 58.2 µM), for inactives: at the highest dose activity change, negative = inhibition, actives largely listed as inhibitors | 360,000 tested, 0.2% active | AID 720542, 2013; active means well fitted inhibition curve with a large enough effect; inconclusive means small, poorly fitted or top-dose-only effect; inactive means no such curve, though single readings can be large or run the other way;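 further: potency means the concentration at half of the fitted maximal effect; 0% = vehicle wells and -100% = peptide control; nearly all actives have a fitted effect of over 45% in size; some results filed as inactive show a strong effect at the top dose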
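AMA1 (3D7) with his tag at 25 nM final met compounds first, then biotinylated RON2 peptide at 25 nM; detection used donor plus acceptor beads, 10 µg/mL apiece, read by AlphaScreen after 30 min at room temperature.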
HCMV antiviral – qHTS Assay for inhibitors of the human cytomegalovirus (HCMV); HFF cells, HCMV-luciferase reporter, 72 h; stronger effect = lower value; activity change, negative = inhibition, % at 57.5 µM; 410,000 tested, 4.5% active; AID 1259415, 2018; in the data active means activity change below about -60%; inconclusive means no clear call, values can overlap the other calls; inactive means above about -39%
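Steps: HFFs plated, 16 h 37C; compounds added; HCMV-luciferase added to MOI 1 PFU/cell; 72 h 37C; OneGlo reagent, 5 min room temperature; luminescence read, normalized to controls.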
* hit, by the source's call; ? = inconclusive; [ ] = another dose, or the depositor's remark. Unless noted, on the % scale 0 is the no-effect control and ±100 the full control effect. Not all compounds are listed (hit frequency here may not be typical).

Values run as follows: AMA1-RON2 inh, HCMV antiviral
CC(O)(c1cccnc1)c1nc(-c2cc(F)cc(F)c2)cs1 (stereo not given)
    0.0%, -8.0
CC(C)NC(=O)C1(C)CCN1C(=O)C1(c2ccccc2)CCCC1 (stereo not given)
    11.8%, -0.8
O=C(Nc1ccc2c(c1)OCCO2)c1ccccc1Cl
    -5.5%, 56.6
CCCS(=O)(=O)NC(=O)C1(C)CCCN(C(=O)c2ccc(F)c(Cl)c2)C1 (stereo not given)
    14.7%, -14.2
O=C(COC(=O)c1cccc(S(=O)(=O)N2CCOCC2)c1)NC1CCCCC1
    -8.9%, 38.9
COc1cc2oc(=O)cc(CN3CCN(c4ccccc4F)CC3)c2cc1Cl
    6.6%, -4.0
CC(C)C[C@H]1CNC(=S)N1C[C@H]1CCCN1C[C@H](Cc1ccc(O)cc1)N1C[C@H](Cc2ccc(O)cc2)N(CC2CCCCC2)C1=S
    7.5%, ?
Nc1[nH]c(C(=O)c2ccccc2)c(-c2cccnc2)c1C(=O)NCCc1ccc(Cl)cc1Cl
    24.0%, 0.1
O=C(COC(=O)Cc1ccc(Cl)cc1)NCc1ccc(Cl)cc1
    5.3%, -3.9
CC(=O)N1Cc2cc(C(=O)NCC(F)(F)F)nc(-c3cccc(-c4cc5ccccc5o4)c3)c2[C@H]1CCO
    4.1%, -1.5

Remaining list, next part:
Values run as follows: AMA1-RON2 inh, HCMV antiviral
Cc1ccc(Cc2c(-c3ccccc3)nc3cc(C)c(Br)c(C)n23)cc1
    -7.0%, 19.5
OC(c1ccc(F)c(F)c1)c1ncc(-c2ccc(Cl)cc2)[nH]1 (stereo not given)
    -11.3%, -64.5*
CCOC1=C2[C@@H](CN(S(=O)(=O)c3ccc(C)cc3)[C@H]2c2ccc(CC)cc2)[C@H]2C(=O)N(c3ccccc3)C(=O)[C@H]2C1
    8.5%, -12.4
CC(C)CN(C(=O)COC(=O)C12CC3CC(CC(O)(C3)C1)C2)c1c(N)n(Cc2ccccc2)c(=O)[nH]c1=O
    10.6%, ?
N/C(=N\NS(=O)(=O)c1ccc(Cl)cc1)c1ccccn1
    77.0%[activator], 77.9
C[C@@H]1CN([C@@H](C)CO)C(=O)c2cc(NC(=O)c3ccccc3)ccc2O[C@@H](C)CCCCO[C@@H]1CN(C)Cc1ccc(C(F)(F)F)cc1
    -13.0%, 1.6
COc1cccc(-c2cnc3c(NC(C)=O)cc(-c4cccc(NS(C)(=O)=O)c4)cn23)c1
    -24.3%, 9.7
CC(=O)C1=CCC(c2ccccc2Cl)N(S(=O)(=O)c2ccc(C)cc2)C1 (stereo not given)
    -6.5%, ?
COc1cc(C(=O)c2cc3c(cc2C)OCO3)cc(OC)c1OC
    -14.0%, -67.8*
CN(Cc1ccccc1)C(=O)[C@@H]1CCCN1C(=O)[C@@H]1CCCN1C(=O)c1c(F)cccc1F
    -3.5%, 9.6

The results go on:
Values run as follows: AMA1-RON2 inh, HCMV antiviral
CC(C)C[C@@H]1COc2cc(N3CCC[C@H]3CO)ccc2S(=O)(=O)N1
    5.0%, 16.9
COc1ccc(Cc2nc3ccc(C(=O)NC4CCOC4)cc3o2)cc1OC (stereo not given)
    5.8%, -27.9
COC(=O)Cc1nc2c(N)nc(N)nc2[nH]c1=O
    1.3%, 74.4
CCCCNC(=O)C1(C)CCC(=O)N1c1cc(C(C)(C)C)nn1C (stereo not given)
    1.0%, -15.2
CN(C)c1ncnc2c1ccn2C1OC(CO)C(O)C1O (stereo not given)
    -1.7%, -98.1*
COC(=O)C1=C(c2ccc(OCc3ccccc3)cc2)C[C@@H]2CC[C@H]1N2C(=O)NCc1ccc2c(c1)OCO2
    ?, -38.4
COc1cc(C(=O)OCC(=O)c2cc(C)n(CC3CCCO3)c2C)ccc1OCC(=O)N1CCOCC1 (stereo not given)
    13.1%, -26.9
CCCCCCn1c(=O)n2n(c1=O)C[C@]1(OC(=O)NCc3ccc(OC)c(OC)c3)CN(S(=O)(=O)c3ccc(C)cc3)C[C@]1(O)C2
    -10.4%, -11.5
CCN(CC)c1ncnc2c1ncn2[C@H]1CN(Cc2ccc(OC)cc2)C[C@@H](CO)O1
    6.0%, 17.9
OCCNc1ncnc2c1nnn2Cc1ccccc1Cl
    0.0%, -6.9

Following part:
Values run as follows: AMA1-RON2 inh, HCMV antiviral
CC[C@H](C)[C@H]1CNC(=S)N1CC1CCN(CCCCc2ccccc2)CC1
    -9.5%, -3.6
CC(C)(C)c1ccc(C(=O)NNC(=O)CCc2ccccc2)cc1
    69.1%[activator], -5.5
C[C@H]1CN([C@@H](C)CO)C(=O)CCCn2nncc2CO[C@@H]1CN(C)Cc1ccc(C(F)(F)F)cc1
    15.6%, 1.6
O=C(O)c1cccc2c1-c1ccc(Cl)cc1C2
    -4.9%, -23.7
Nc1nc2cc(Cl)ccc2n1N
    -11.6%, 4.1
COc1cc(CNC(=O)Nc2nc(C(N)CCc3ccccc3)cs2)cc(OC)c1OC (stereo not given)
    63.7%[activator], -4.1
Cc1ccc(OC2CCN(C(=O)[C@H]3O[C@@H](n4ccc(N)nc4=O)[C@H](O)[C@@H]3O)CC2)cc1
    -1.0%, 1.5
O=C(C[C@@H]1CC[C@H](NC(=O)Nc2ccc(F)cc2)[C@@H](CO)O1)NCc1cccc(F)c1
    0.7%, ?
COc1ccc(NC(C)=O)cc1S(=O)(=O)NC(Cc1ccccc1)C(=O)NC(C)c1ccccn1 (stereo not given)
    37.9%[activator], -6.4
COc1ccc(Cl)cc1-c1cc(C(=O)Nc2ccc(C)c(NS(C)(=O)=O)c2)[nH]n1
    -0.9%, ?

Later entries.
Values run as follows: AMA1-RON2 inh, HCMV antiviral
Cn1cc(-c2csc(C(C)(O)c3cccnc3)n2)cn1 (stereo not given)
    9.3%, 0.2
OC(COc1ccccc1)CN1CCN(c2ccccc2)CC1 (stereo not given)
    -19.0%, -5.8
COc1cc(OCc2ccc(C)cc2)ccc1CNC[C@H]1O[C@@H](n2cnc(C(N)=O)n2)[C@H](O)[C@@H]1O
    3.4%, 15.1
O=C(NCc1ccccc1)c1cc(C2CCCCN2C(=O)CCc2ccccc2)on1 (stereo not given)
    -4.0%, -19.6
COCCN1C(=O)CCC1(C)C(=O)Nc1c(C)cccc1C (stereo not given)
    23.0%, 32.5
CCCn1c(=N)n(CC(=O)c2ccc(OCC(=O)OC)cc2)c2ccccc21
    1.4%, -95.5*
CN1N=C(N)c2cn(C3OC(COP(=O)(O)O)C(O)C3O)c3ncnc1c23 (stereo not given)
    64.7%[activator], -69.6*
CC1(c2nc3ccccc3[nH]2)c2ccccc2C(=O)N1Cc1ccccc1 (stereo not given)
    0.5%, 59.4
Cc1ccc(S(=O)(=O)N2CCN(C(=O)c3ccc(N4CCC(C)CC4)c([N+](=O)[O-])c3)CC2)cc1
    -6.5%[11.6 µM], ?
O=C(NCC1CC1)C1Cc2c(-c3ccc4c(c3)OCO4)ccnc2O1 (stereo not given)
    -5.2%, -30.2

Continuation.
Values run as follows: AMA1-RON2 inh, HCMV antiviral
COc1ccc(-c2noc3c2-c2nc(-c4ccc(Br)cc4)sc2CC3)cc1
    1.7%, 21.1
Cc1nn(C2CCS(=O)(=O)C2)c(C)c1CN(C)C(=O)c1ccc(F)cc1 (stereo not given)
    -1.1%, 11.7
CC(NC(=O)c1cc2c(=O)n(C)c3ccccc3c2n1C)c1ccc2c(c1)OCCO2 (stereo not given)
    -3.7%, 0.2
CC(C)NC(=O)C1(C)CCN1C(=O)c1cccc(F)c1 (stereo not given)
    -0.7%, 18.8
O=C(N/C(=C/c1cccc(Br)c1)C(=O)N1CCCCC1)c1ccco1
    -4.9%, -0.4
COC(=O)c1ccc(Cn2c(C)c(C(=O)Nc3cccc(Oc4ccccc4)c3)sc2=O)o1
    -12.6%, 7.2
CCc1cnc(Nc2nc(C(N)Cc3ccc(F)cc3)cs2)nc1 (stereo not given)
    84.0%[activator], -11.3
NC(=O)CCC(C(=O)O)N1C(=O)C2C3CCC(C3)C2C1=O (stereo not given)
    -9.7%, -16.8
O=C1SCCN1N=Cc1ccc([N+](=O)[O-])o1
    0.5%, 50.4
COc1cc(/C=N/NC(=O)CNS(=O)(=O)c2ccc(C)cc2)cc(OC)c1OC
    15.3%, 30.1

An excerpt of these results, as comma-separated lines:
canonical_smiles,AMA1-RON2 inh,HCMV antiviral
Cc1nn(C2CCS(=O)(=O)C2)c(C)c1CN(C)C(=O)c1ccc(F)cc1 (stereo not given),-1.1%,11.7
CC(NC(=O)c1cc2c(=O)n(C)c3ccccc3c2n1C)c1ccc2c(c1)OCCO2 (stereo not given),-3.7%,0.2
CC(C)NC(=O)C1(C)CCN1C(=O)c1cccc(F)c1 (stereo not given),-0.7%,18.8

(next part)
Values run as follows: AMA1-RON2 inh, HCMV antiviral
O=C(Cc1coc2cc(O)ccc12)N1CCN(S(=O)(=O)c2ccc(Br)cc2)CC1
    -1.7%, -32.7
COc1ccc(-c2cc3nc(NCC4CCCCC4)n(C)c(=O)c3s2)cc1OC
    -1.6%, 18.9
Nc1ccc(C#Cc2ccc3oc4ccccc4c(=O)c3c2)cc1
    -3.1%, 21.9
CC1(CCc2ccccc2)NC(=O)NC1=O (stereo not given)
    -12.6%, 3.0
O=C(O)c1cccc(-c2csc(C(O)c3ccccc3)n2)c1 (stereo not given)
    0.6%, 54.2
Cc1ncoc1C(=O)NCC1=C(c2ccc(S(C)(=O)=O)cc2)C[C@@H]2CC[C@H]1N2CCOc1ccccc1
    0.0%, 10.7
CC(=O)c1cccc(-c2ccnc3c2CC(C(=O)NC(C)C)O3)c1 (stereo not given)
    -1.1%, 19.9
Cc1ccccc1S(=O)(=O)NC(=O)C1(C)CCN1C(=O)C1(c2ccccc2)CCCC1 (stereo not given)
    -8.5%, ?
COC(=O)[C@@]1(C(C)C)N=C(c2cc(OC)c(OC)c(OC)c2)[C@]2(O1)C(=O)N(C)c1ccc(Cl)cc12
    -9.0%, -13.0
CN(C(=O)c1cccc(NC(=O)Cc2ccc(NC(=O)C3CCN(C(=O)c4ccccc4)CC3)cc2)c1)C1CCCCC1
    0.0%, -16.9

(next part)
Values run as follows: AMA1-RON2 inh, HCMV antiviral
O=C(NCCN1CCC(n2c(=O)[nH]c3ccccc32)CC1)c1c(F)cccc1F
    3.2%, 9.3
Cc1ccc([C@H]2N[C@]3(CCCN(Cc4ccco4)C3=O)[C@H]3C(=O)N(Cc4ccccc4)C(=O)[C@@H]23)cc1
    -3.1%, 27.6
C[C@@H]1CN([C@@H](C)CO)S(=O)(=O)c2ccc(Br)cc2O[C@H]1CN(C)C(=O)c1cccc(F)c1
    -12.8%, -12.3
CCCCN1CC(CO)Oc2cccc(F)c2S1(=O)=O (stereo not given)
    2.0%, -8.9
COc1ccc(CNC(=O)c2cn(Cc3ccccc3F)c(=O)s2)cc1
    -2.2%, 48.0
O=P(Nc1ccccc1)(Nc1ccccc1)c1ccccc1
    4.2%, -7.5
O=C1CC(c2ccccc2)=NN1c1ccccc1
    44.3%[activator], -31.3
CC(=O)NCCc1ccc(C(=O)COC(=O)c2cccs2)cc1
    5.4%, -27.3
C#C[C@]1(O)CCC2C3C(=O)C=C4C=CCC[C@]4(C)C3CC[C@@]21C (stereo not given in full)
    -21.3%, ?
CCC1CN1P(=O)(Oc1ccc(Cl)cc1)N1CC1CC (stereo not given)
    47.4%[activator], 9.3

Further compounds follow.
Values run as follows: AMA1-RON2 inh, HCMV antiviral
O=C(Nc1csc(Cl)c1)c1ccccc1
    2.2%, -3.8
CC1=C(C(=O)N(C(C)C)C(C)C)CC(CC(=O)NC2CC2)C(=O)N1Cc1ccccc1 (stereo not given)
    -2.5%, 3.1
COc1ccc(C(=O)c2ccc([N+](=O)[O-])cc2)c(OC)c1OC
    2.5%, 8.7
O=C1NC(=S)SC1=Cc1ccccc1Br
    17.5%, -25.4
[N-]=[N+]=CC(=O)C(O)(c1ccccc1)C(Cl)c1ccccc1 (stereo not given)
    4.2%, -18.4
COc1cccc(OC)c1C(=O)OCC(=O)NCC1CCCCC1
    14.6%, 15.7
c1ccc2[nH]cnc2c1
    -1.5%, 26.0
Cc1cc2nc(C3CCCCC3)c(CC(C)(C)C)n2c(C)c1Br
    -0.7%, 2.3
Cc1cc(C)cc(Cn2c3ccc(NC(=O)NCc4ccccc4)cc3c(=O)n2C)c1
    4.9%, 21.6
O=C(Nc1cccc(C(=O)N2CCOCC2)c1)C1CC1
    5.2%, -13.9

Further compounds:
Values run as follows: AMA1-RON2 inh, HCMV antiviral
Nc1nc(NC2CCCC2)cc(=O)[nH]1
    -4.5%, 31.9
OC1CNc2c(ccc3ccccc23)C1 (stereo not given)
    -11.8%, 13.0
O=C(NCCCCNC(=O)c1ccccc1Br)c1ccccc1Br
    24.2%, 5.6
Cc1ccc(Cc2c(-c3ccc(F)cc3)nc3ccc(Br)cn23)cc1
    -6.9%, 28.1
O=S1(=O)CC(N2CCN(Cc3ccccc3F)CC2)CN1Cc1cn(Cc2ccc(F)cc2)nn1 (stereo not given)
    24.9%, 7.0
COc1cc2c(cc1CNC[C@H]1O[C@@H](n3cc(C)c(=O)[nH]c3=O)C[C@@H]1O)OCO2
    7.6%, -4.6
CCOC(=O)C1=CCN(S(=O)(=O)c2ccc(C)cc2)C1c1cccs1 (stereo not given)
    15.6%, -26.7
CNc1nc(=O)n(C2CCCO2)cc1C (stereo not given)
    -23.4%, 10.0

Compound activity: PubChem BioAssay, National Center for Advancing Translational Sciences (NCATS)
